Assay outcomes (PubChem)
TEAD-YAP block: TEAD-YAP interaction inhibition | HEK-TIYL cells, TEAD-Gal4/YAP UAS-luciferase luminescence | inhibition, % at 9.12 µM | 640,000 compounds, 1.4% hits | AID 1259422; in the data active = inhibition above about 32%;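 also: 0% = median of test compound wells and 100% = reference inhibitor wells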
GPR151 activ: human GPR151 activation. activation, % at 11.2 µM. PathHunter beta-arrestin GPR151 cells, luminescence. 650,000 compounds, 1% hits. AID 1508602; in the data active = activation above about 4.9%;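 also: 0% = median of compound wells and 100% = cells with positive control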
Target sequence (Q8TDV0 whole entry, looked up): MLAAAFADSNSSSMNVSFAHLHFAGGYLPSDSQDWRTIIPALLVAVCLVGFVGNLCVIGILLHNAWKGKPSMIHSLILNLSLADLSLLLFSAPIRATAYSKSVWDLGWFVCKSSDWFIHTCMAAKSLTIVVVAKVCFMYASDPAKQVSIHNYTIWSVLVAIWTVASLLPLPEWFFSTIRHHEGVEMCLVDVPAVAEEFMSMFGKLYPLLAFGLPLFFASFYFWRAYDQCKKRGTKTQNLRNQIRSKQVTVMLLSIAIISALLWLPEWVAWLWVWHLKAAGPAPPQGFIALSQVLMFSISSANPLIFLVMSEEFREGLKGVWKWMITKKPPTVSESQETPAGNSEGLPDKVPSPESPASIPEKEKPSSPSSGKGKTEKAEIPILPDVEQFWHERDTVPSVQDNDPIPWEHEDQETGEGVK
MITF primary: blocks human microphthalmia-associated transcription factor; O75030; AlphaScreen MITF homodimerization, bead proximity signal; inhibition, % at 2.6 µM; 650,000 compounds, 0.91% hits; AID 1259374; in the data active = inhibition above about 50%;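 also: 0% = vehicle wells with protein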
Target sequence (O75030 whole entry, looked up): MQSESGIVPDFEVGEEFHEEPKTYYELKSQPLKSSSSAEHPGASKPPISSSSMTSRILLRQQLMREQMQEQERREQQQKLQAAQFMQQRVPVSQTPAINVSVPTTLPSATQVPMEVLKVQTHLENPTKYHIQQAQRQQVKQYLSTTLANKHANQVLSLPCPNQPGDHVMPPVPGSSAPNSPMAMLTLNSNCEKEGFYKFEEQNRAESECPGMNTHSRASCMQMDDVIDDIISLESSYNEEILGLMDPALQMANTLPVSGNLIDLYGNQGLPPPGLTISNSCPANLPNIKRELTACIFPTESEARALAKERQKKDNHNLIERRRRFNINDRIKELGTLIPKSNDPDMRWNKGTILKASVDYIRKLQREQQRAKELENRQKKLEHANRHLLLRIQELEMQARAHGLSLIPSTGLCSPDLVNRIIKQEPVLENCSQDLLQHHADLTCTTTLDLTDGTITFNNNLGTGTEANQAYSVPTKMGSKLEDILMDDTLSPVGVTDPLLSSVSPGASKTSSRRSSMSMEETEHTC
FBW7 activator: human FBW7 E3 ligase activation, primary screen; Q969H0; AlphaScreen FBW7–phospho-cyclin E peptide binding, activator screen; normalized activity (activation), % at 26.1 µM; 650,000 compounds, 0.13% hits; AID 1259310; in the data active = normalized activity above about 1.9%;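 also: purified mutant Fbw7 with reduced substrate affinity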
* hit, by the source's call.

Value order: TEAD-YAP block	GPR151 activ	MITF primary	FBW7 activator
Cc1ccc(-c2cc(C(=O)Nc3ccc(Oc4ccccc4)cc3)c3ccccc3n2)cc1C
  -8	0.2	-7	0.0
COc1cccc(CNC(=O)CCC2CCCN(C(=O)c3csc(C(C)C)n3)C2)c1 (stereo not drawn)
  -8	-0.1	-13	-0.1
CC(C)(C)C(=O)NC(=S)Nc1ccc(Cl)c(C(=O)O)c1
  -1	2.2	-5	0.0
COc1ccc(OC)c(-n2c(-c3ccc4ccccc4n3)n[nH]c2=S)c1
  -17	-0.6	5	0.1
CC(=O)c1cccc(NC(=O)COc2ccccc2)c1
  -17	1.7	19	0.2
COc1ccc(-c2cnn3c(NCc4cccc(Cl)c4)ccnc23)cn1
  -5	2.8	-19	0.2
CCCNC(=O)COC(=O)c1cc([N+](=O)[O-])ccc1Cl
  7	1.1	-2	0.3
CS(=O)(=O)Nc1ccc(Cl)cc1C(=O)c1ccccc1
  2	-0.6	14	0.4
O=C(Cn1ncc2c(=O)oc3ccccc3c21)Nc1cccc(C(F)(F)F)c1
  12	2.0	-16	0.4
COc1cc(NC(=O)CSc2nnc(Nc3ccccc3)s2)c(C)cc1[N+](=O)[O-]
  9	0.7	5	-0.1
O=C(COc1ccc(Cl)cc1Cl)OCCN1CCOCC1
  -7	-0.8	4	0.1
CCOC(=O)C1=C(C)N(c2ccc(Br)cc2)C(=O)/C1=C\c1cccs1
  3	0.1	2	0.1
Cc1cnc(-c2csc3ccccc23)nc1Nc1ccccc1
  3	-0.9	6	-0.1
CC1CN(S(=O)(=O)N(C)C)CCN1S(=O)(=O)N(C)C (stereo not drawn)
  4	-0.1	10	-0.1
CC(C)n1cnc2c(NCc3cccc(C(F)(F)F)c3)nc(Nc3nc4ccccc4n3C)nc21
  9	3.9	19	0.0

Single entries from above:
GPR151 activ, COc1cc(NC(=O)CSc2nnc(Nc3ccccc3)s2)c(C)cc1[N+](=O)[O-] → 0.7
GPR151 activ, Cc1cnc(-c2csc3ccccc23)nc1Nc1ccccc1 → -0.9
GPR151 activ, COc1ccc(-c2cnn3c(NCc4cccc(Cl)c4)ccnc23)cn1 → 2.8
MITF primary, O=C(COc1ccc(Cl)cc1Cl)OCCN1CCOCC1 → 4
TEAD-YAP block, COc1ccc(OC)c(-n2c(-c3ccc4ccccc4n3)n[nH]c2=S)c1 → -17
TEAD-YAP block, Cc1ccc(-c2cc(C(=O)Nc3ccc(Oc4ccccc4)cc3)c3ccccc3n2)cc1C → -8

Among those listed so far, these have two or more sulfur atoms:
Value order: TEAD-YAP block	GPR151 activ	MITF primary	FBW7 activator
COc1cc(NC(=O)CSc2nnc(Nc3ccccc3)s2)c(C)cc1[N+](=O)[O-]
  9	0.7	5	-0.1
CC1CN(S(=O)(=O)N(C)C)CCN1S(=O)(=O)N(C)C (stereo not drawn)
  4	-0.1	10	-0.1

Continued:
Value order: TEAD-YAP block	GPR151 activ	MITF primary	FBW7 activator
COc1ccc(/C=N/Nc2c(Cl)cncc2Cl)c(OC)c1OC
  -6	-0.9	3	0.6
COc1ccc(-c2csc(NC(=O)CCCC(=O)O)n2)cc1
  -1	1.9	-4	-0.1
COc1ccc(/C=C(\NC(=O)c2ccccc2)C(=O)Nc2cccc(C)c2)cc1OC
  -2	-0.4	-2	0.2
CNC(=O)c1cc(F)ccc1Nc1cc(Nc2ccc3nc[nH]c3c2)ncc1C(F)(F)F
  -10	-0.4	-1	0.5
O=C(Nc1ccc(S(=O)(=O)NCc2cccnc2)cc1)c1ccccc1Cl
  28	0.8	3	-0.1
Cc1ccc(NC(=S)N(Cc2cccnc2)Cc2ccco2)cc1
  1	2.9	4	-0.1
CSc1nsc(SC)c1NC(=O)OCCN1CCOC1=O
  8	-1.3	-3	-0.2
C=C(C)Cn1c(C)cc(C)c(S(=O)(=O)c2cccc(Cl)c2)c1=O
  11	-1.1	4	0.0
O=C(NCCCN1CCCC1=O)c1cccc(N2CCOCC2)c1
  -1	1.8	7	0.1
Cc1c(Cl)cccc1NC(=O)C1CCCN1c1nnc(N2CCCC2=O)s1 (stereo not drawn)
  -3	1.0	-12	0.0
Cc1ccc(C(=O)OC2OC(=O)C(Cl)=C2Nc2ccccc2O)cc1 (stereo not drawn)
  -5	0.8	7	0.0
CN(C)c1cccc(Nc2nc(NCCCN3CCCC3=O)c3ncn(-c4ccsc4)c3n2)c1
  -1	-1.0	8	0.4
CC(NC(=O)C(=O)NC1CCCCCC1)c1ccccc1 (stereo not drawn)
  -11	-0.6	-3	0.1
COc1cccc(C2CC(=O)N3CN(c4ccccc4)CSC3=C2C#N)c1OC (stereo not drawn)
  -2	0.3	1	-0.2
COc1cc(/C=C(\NC(=O)c2ccccc2)C(=O)Nc2cccc(CO)c2)ccc1OC(C)=O
  3	-1.1	-7	0.7
Cc1nc(CC(=O)N2CCC(C3(CCCc4ccccc4)NC(=O)NC3=O)CC2)cs1 (stereo not drawn)
  6	0.6	-2	-0.1
O=C(Nc1nc(-c2csc(NC(=O)C3CC3)n2)cs1)C1CC1
  7	-0.8	-1	-0.1
O=C1CCCC2=C1C(c1ccc(Br)cc1)n1ncnc1N2 (stereo not drawn)
  -8	0.4	2	0.6
CCCNC(=O)c1ccnc(Nc2nc3ccccc3n2C)c1
  1	-0.5	9	0.6
Cc1cccc(Cn2cnc3c(cnn3CCNC(=O)/C=C\c3ccc4c(c3)OCO4)c2=O)c1
  7	1.5	3	0.1
COc1ccccc1CNS(=O)(=O)c1cccnc1
  5	0.6	4	0.0
O=C(NCCOc1ccccc1)C1CCN(c2ccc(Nc3ccncn3)nn2)CC1
  3	0.4	1	-0.2
CCNC(=S)Nc1ccc(Cl)cc1C
  6	-0.8	11	0.2
CC(C)(C)C(=O)/C=C1\SCC(=O)N1CC(=O)N1CCN(c2ccccc2)CC1
  10	0.6	9	0.0
CS(=O)(=O)N(CC(=O)Nc1cccc(C(F)(F)F)c1)c1ccccc1F
  -3	-0.2	10	0.2
COc1c(S(=O)(=O)NCCC23CC4CC(CC(C4)C2)C3)ccc(Cl)c1Cl
  -10	1.0	-4	0.1
O=C(O)COc1ccccc1/C=N\NC(=O)COc1ccc(Cl)cc1[N+](=O)[O-]
  -4	-0.5	13	-0.1
CC(C)[C@H](NC(=O)c1ccc(OC2CCN(CCc3ccccc3)CC2)cc1)C(N)=O
  -3	-0.3	-12	0.1
CCOC(=O)c1sc(N)c(C#N)c1COC(=O)c1cc(F)cc(F)c1
  -5	-0.2	-4	-0.2
COc1cccc(OCC(O)CNC(C)(C)CC(C)(C)C)c1 (stereo not drawn)
  10	0.7	9	0.2
CC1(C)Cc2ccccc2C(C[N+](=O)[O-])=N1
  -7	0.0	5	0.2
N#CCCNc1ncc(-c2ccc(OC(F)(F)F)cc2)cn1
  -16	-0.1	-2	0.2
CCOC(=O)c1ccc(NC(=O)/C(=C\c2ccc([N+](=O)[O-])cc2)NC(C)=O)cc1
  -4	3.2	-9	0.1
COc1ccc(OC)c(/C=C(/C#N)c2nc(-c3ccc(C4CCCCC4)cc3)cs2)c1
  -4	2.5	-4	0.2
O=C1OC(c2cccc(I)c2)=N/C1=C\c1ccccc1Cl
  8	-0.1	10	0.0
CCCCNC(=O)CSc1nccn1Cc1ccccc1
  2	0.1	12	0.0
O=C(CCN1C(=O)c2ccc([N+](=O)[O-])cc2C1=O)Nc1c[nH]c(=O)[nH]c1=O
  -2	1.1	5	0.1
O=C(Nc1cccc(Cl)c1)c1cc(S(=O)(=O)NCCc2ccccc2)ccc1F
  2	0.4	12	0.0
O=C1c2cccc3cccc(c23)C(=O)N1c1ccc2ncccc2c1
  -3	1.2	1	-0.1
COc1ccc(C(=O)NCC2COc3ccccc3O2)c(OC)c1 (stereo not drawn)
  -36	1.8	6	0.0
CCNC(=O)C1c2ccccc2C(=O)N(C2CCCC2)C1c1cccs1 (stereo not drawn)
  9	0.2	7	0.1
COc1ccccc1NC(=O)/C(=C\c1cccs1)NC(=O)c1ccsc1
  -10	0.1	26	0.5
CCNc1nc(Nc2ccc3c(c2)OCO3)c2ncn(-c3ccsc3)c2n1
  -33	-2.4	18	0.0
Fc1ccccc1CN1CCN(C2c3ccccc3-c3ccccc32)CC1
  -15	-1.5	1	-0.2
O=C(O)C1C2CC2CN1C(=O)c1ccc(Oc2ccccc2)cc1 (stereo not drawn)
  9	1.7	6	0.1
O=S(=O)(NCCN1CCOC(c2ccccc2)C1)c1ccc2c(c1)OCCO2 (stereo not drawn)
  4	-0.7	-3	0.0
Cc1ccccc1C1(CC(=O)N2CCCN(C=O)CC2)CC(=O)N(Cc2ccccc2)C1=O (stereo not drawn)
  -3	-0.8	-1	-0.2
CCOc1ccccc1CN1CCCC(C(=O)N(C)Cc2ccccc2)C1 (stereo not drawn)
  16	-2.6	48	-0.1
Cc1c(C(=O)NCC2CCCO2)oc2ccc3c(c12)C(=O)CC(C)(C)O3 (stereo not drawn)
  -55	-0.7	-11	-0.1
CCOc1ccc(-n2c(=S)sc3c(=O)n(-c4ccc(C)cc4)c(=S)[nH]c32)cc1
  -2	-0.3	-15	-0.2
COCCOc1ccc(C(F)(F)F)cc1NC(=O)CN1C(=O)NC2(CCCC2)C1=O
  -9	-0.5	7	0.0
O=C(COc1ccccc1)Nc1ccc(-c2nc3ccccc3c(=O)[nH]2)cc1
  -5	-0.2	-20	0.1
CCS(=O)(=O)N1CCN(Cc2ccc(OC)c(OC)c2OC)CC1
  14	0.3	47	-0.2
CC(C)CNC(=O)COc1ccc(Br)cc1
  -9	0.3	2	0.0
NC(=O)c1ccc(-c2nc3ncnc(NCc4ccccc4)c3[nH]2)cc1
  3	1.9	8	-0.3
CCOc1ccc(/C=N/NC(=O)C(C)Nc2ccccc2C)cc1O (stereo not drawn)
  11	-1.2	-3	0.0
CCOC(=O)c1c(NC(=O)/C=C/C(=O)O)sc(C)c1-c1ccc(C)c(C)c1
  24	1.0	1	-0.1
Cc1ccc(C(=O)Cn2c(NCCO)nc3ccccc32)cc1
  1	1.1	4	0.0
O=C(Cn1cccc1)Nc1ccc(F)cc1F
  -2	-0.6	5	-0.2
CC(=O)c1cccc(OCC(O)CN2CCN(C(=O)c3ccco3)CC2)c1 (stereo not drawn)
  2	-0.5	22	-0.1

The list goes on:
Value order: TEAD-YAP block	GPR151 activ	MITF primary	FBW7 activator
COC(=O)Cc1c(C)nc2nc(-c3cccnc3)[nH]n2c1=O
  2	2.7	13	0.5
Cc1c(C(=O)n2ncc(C#N)c2N)nnn1-c1nonc1N
  -6	-0.9	-3	-0.2
N/C(=N\S(=O)(=O)c1ccc(Cl)cc1)c1ccc([N+](=O)[O-])cc1
  -6	-1.0	6	0.1
Cc1ccccc1CNC(=O)C1CCN(C(=O)c2sccc2-n2cccc2)CC1
  17	0.2	1	-0.2
Cc1ccc(/C=N/N2CCN(c3ccccn3)CC2)cc1
  -37	0.4	6	-0.1
O=C(CSc1ccc(Cl)cc1)N1CCOCC1
  -14	-0.5	7	0.0
CCONC(=Nc1ccc(C)cc1)c1nonc1N
  -11	-0.7	-9	0.3
NC(=O)N/N=C/c1ccc(/C=N/NC(N)=O)cc1
  -1	-0.3	-2	0.1
O=C(Nc1ccc(NC(=O)C2CC2)nc1)C1CC1
  -7	-3.0	13	-0.4
COc1ccc(NC(=O)C2C3NC(=S)NC2(C)Oc2c(OC)cccc23)cc1 (stereo not drawn)
  17	-1.0	25	0.1
COC(=O)C1=C(C(=O)OC)SC(=C2C(=S)C(C)(C)N(C(=O)C3CC3)c3ccc(OC)cc32)S1
  1	2.3	15	0.1
CC(=O)C(C(=O)c1ccccc1)C(=O)c1ccccc1
  -31	-1.4	2	0.3
Cc1ccc2nc(-c3ccc(NC(=O)c4ccc(Br)cc4)cc3)oc2c1
  -24	0.0	-5	0.0
N#Cc1ccc(NC(=O)Cc2ccc(Br)cc2)cc1
  6	-2.1	8	0.0
O=C(CCc1nnc(COc2ccccc2)o1)NC(c1ccccn1)C(F)(F)F (stereo not drawn)
  -13	-0.2	9	0.1
COC(=O)c1c(NC(=O)C2CC=CCC2C(=O)O)sc(C)c1C (stereo not drawn)
  -2	-0.9	0	-0.2
O=C1C=CC(=NS(=O)(=O)c2ccc(C(=O)O)cc2)C=C1
  7	0.3	56*	0.1
O=C(c1cccc(-n2cnnn2)c1)N1CCC(O)(c2ccccn2)CC1
  -2	-1.4	2	-0.1
COCCNC(=O)c1cn(C[C@H]2CCCN(C(=O)c3ccc(OC)o3)C2)nn1
  4	2.1	22	0.0
C=CCOc1ccc(C(=O)NC2CCCC2)cc1
  0	-1.0	-4	0.0
Cc1ccccc1-n1nnc(C(=O)Nc2ccc(F)cc2)c1N
  -81	-1.1	15	0.2
C/C(=N\Nc1nc(-c2ccc(F)cc2)cs1)c1nonc1C
  -1	0.8	-5	0.3
Cc1c(Cl)ccc2sc(N(CCCN3CCOCC3)C(=O)c3ccc(C#N)cc3)nc12
  -26	2.6	5	-0.7
CCOc1ccc2ccccc2c1C(=O)Oc1coc(CSc2nccc(C)n2)cc1=O
  8	1.9	3	-0.1
Cc1ccc(OCC(=O)Nc2ccccc2N2CCN(C(=O)C(C)C)CC2)cc1
  10	0.6	16	0.2
Cc1cc(O)c(C=Nc2cccc(F)c2)c(=O)o1
  1	0.9	9	0.0
COc1ccc(Nc2nc(Nc3ccc(C(=O)O)cc3)nc(C)c2[N+](=O)[O-])cc1
  3	-0.7	5	-0.2
CC(=O)c1ccccc1NS(=O)(=O)c1ccc(F)c(F)c1
  15	0.0	24	0.3
